Bioassay records (PubChem BioAssay)
CAL-PDZ inh HTS: inhibitors of human CAL PDZ peptide binding; inhibition, % at 24.9 µM; purified CAL PDZ, TMR-peptide fluorescence polarization, 1 h; 0.92% of 300,000 active; AID 602252; Q9HD26;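 active = mean inhibition of at least 30% with at least half of replicates also reaching 30%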;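 also: 0% = DMSO neutral control and 100% = excess unlabeled competitor peptide PRC23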
OPRM1-OPRD1 ag: agonists of human mu-delta opioid receptor heterodimerization. activation, % at 9.3 µM. 0.3% of 340,000 active. cells, OPRM1-OPRD1 heterodimerization, luminescence. AID 504326; in the data active = activation above about 18%;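 also: 0% = vehicle-treated cells and 100% = reference agonist; values of inactives mirror those of a sister screen read the other way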
Target sequence (P35372 whole entry, looked up): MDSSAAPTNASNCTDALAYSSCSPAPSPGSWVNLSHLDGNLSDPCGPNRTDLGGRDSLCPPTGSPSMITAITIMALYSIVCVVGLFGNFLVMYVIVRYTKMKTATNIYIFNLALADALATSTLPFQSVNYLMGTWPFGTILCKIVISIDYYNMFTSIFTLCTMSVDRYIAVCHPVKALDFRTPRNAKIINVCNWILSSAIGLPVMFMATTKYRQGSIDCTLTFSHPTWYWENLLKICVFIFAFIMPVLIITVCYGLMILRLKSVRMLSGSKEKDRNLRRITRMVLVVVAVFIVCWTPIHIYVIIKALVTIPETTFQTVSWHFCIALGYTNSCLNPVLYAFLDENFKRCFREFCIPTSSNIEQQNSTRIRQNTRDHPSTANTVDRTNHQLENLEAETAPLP
Target sequence (P41143 whole entry, looked up): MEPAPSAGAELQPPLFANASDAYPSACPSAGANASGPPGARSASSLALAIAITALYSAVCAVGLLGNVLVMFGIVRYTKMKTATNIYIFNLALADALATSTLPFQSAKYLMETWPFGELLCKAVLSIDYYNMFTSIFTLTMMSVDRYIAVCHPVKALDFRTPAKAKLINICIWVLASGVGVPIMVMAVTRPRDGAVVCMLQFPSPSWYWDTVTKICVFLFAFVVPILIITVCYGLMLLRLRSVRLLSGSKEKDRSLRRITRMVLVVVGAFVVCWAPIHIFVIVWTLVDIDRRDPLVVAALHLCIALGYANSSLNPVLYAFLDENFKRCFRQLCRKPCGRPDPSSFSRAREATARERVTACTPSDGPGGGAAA
RTF Ca sens inh: cardiac RTF calcium desensitization; P19429+P45379; IANBD-labeled cardiac RTF, Ca2+ fluorescence; inhibition, % at 7.15 µM; 0.12% of 340,000 active;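 active = inhibition above the mean inhibition of all tested compounds plus 3 SD, cut at about 17% in these data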;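 also: assay run at fixed EC70 calcium of 1.6 mM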
OPRM1-OPRD1 inv: inverse agonist of human OPRM1-OPRD1 heterodimerization. inhibition, % at 9.3 µM. 0.21% of 340,000 active. cell-based MOR-DOR heterodimer luminescence, inverse agonism. P35372+P41143. AID 504357; in the data active = inhibition above about 22%, passing the limit was not always enough;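 also: 0% = cells with DMSO and 100% = wells without cells with DMSO; values of inactives mirror those of a sister screen read the other way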
LANA DNA inh: KSHV C-LANA DNA binding inhibition. MBP-C-LANA/FAM-LBS DNA binding, fluorescence polarization. 0.078% of 340,000 active. inhibition, % at 9 µM. AID 504423;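 active = highest replicate inhibition at or above 60% at 9 µM, even if other replicates fall short; inactive = all replicates below 60% inhibition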;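 also: 0% = neutral control wells and 100% = 4 µM acridine orange control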
RTF Ca sens act: cardiac RTF calcium sensitization; P19429+P45379; IANBD-labeled TnC RTF fluorescence at EC20 calcium; 0% EC20 calcium, 100% full calcium; activation, % at 7.2 µM; 0.24% of 340,000 active;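 active = activation above the mean over all tested compounds plus 3 SD, cut at about 30% in these data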;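 also: rise in fluorescence read as greater calcium sensitivity of cardiac thin filaments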
Keap1-Nrf2 PPI: disrupts human Keap1 binding to Nrf2 peptide; 0.15% of 340,000 active; inhibition, % at 9.4 µM; Keap1 Kelch-Nrf2 peptide fluorescence polarization, 1536-well; in the data active = inhibition above about 12%;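 also: human Keap1 Kelch domain with fluorescein labeled Nrf2 9mer peptide probe; 0% = neutral control wells and 100% = peptide positive control; higher means more block of Keap1 binding to Nrf2 peptide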
HTR5A inv ctr: HTR5A inverse agonism, opioid heterodimer counter-screen | P47898 | HTR5A cell line, luminescence | inhibition, % at 9.3 µM | 0.083% of 340,000 active | AID 504634; in the data active = inhibition mostly above about 23%, no sharp cut-off; inactive = mostly below about 18%;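 also: 0% = cells with DMSO and 100% = no-cell wells with DMSO; some compounds called inactive have numbers as strong as hits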
V-ATPase pH: alters yeast V-ATPase proton transport | S. cerevisiae, pHLuorin cytosolic pH fluorescence | response, % at 10 µM | 0.37% of 350,000 active; in the data active = response mostly above about 7.3%, no sharp cut-off; inactive = mostly below about 5.4%; also: actives read high; inactives centre near 0; some compounds called inactive have numbers as strong as hits; reference of the scale not given here
HTR5A ag ctr: HTR5A agonism, opioid heterodimer counter-screen; HTR5A agonist assay, luminescence, cell-based; activation, % at 9.3 µM; P47898; 0.61% of 340,000 active; in the data active = activation mostly above about 9.5%, no sharp cut-off; inactive = mostly below about 7.6%;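 also: 0% = cells with vehicle only and 100% = reference agonist; strong numbers were not always called active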
Starred values were filed as active, the others as inactive; / = no result given.

SMILES	CAL-PDZ inh HTS	OPRM1-OPRD1 ag	RTF Ca sens inh	OPRM1-OPRD1 inv	LANA DNA inh	RTF Ca sens act	Keap1-Nrf2 PPI	HTR5A inv ctr	V-ATPase pH	HTR5A ag ctr
O=C(O)c1ccccc1C(=O)Nc1ccc(-n2nccc2C(F)(F)F)cc1	-5	-0.7	0	3	-1.7	-2	2	-7	2	-3
COc1ccccc1NC(=O)c1ccc2c(c1)C(=O)N(c1ccccc1OC)C2=O	6	2.1	-2	-12	-0.4	-2	-4	0	4	4
COc1ccccc1NC(=O)Cn1cnc2c(oc3nc4c(cc32)CCCC4)c1=O	-11	-1.9	-5	10	-0.3	0	-1	-11	0	-1
COc1ccc(CCNC(=O)c2ccc(CS(=O)(=O)c3ccc(C)cc3)o2)cc1OC	-4	0.5	-7	-3	1.2	1	2	-28	0	7
O=C(O)c1ccccc1Nc1ccc([N+](=O)[O-])cc1C(=O)O	-3	-2.1	-2	11	0.5	2	-3	-18	-1	-6
O=C(CN1CCN(Cc2ccccc2F)C1=O)NCc1cccnc1	/	-4.6	-1	24	1.2	-6	5	-22	0	8
CC1CCCN(C(=O)COC(=O)CNS(=O)(=O)c2ccc3ccccc3c2)C1 (configuration not stated)	0	-4.7	4	23	-1.3	1	0	-3	4	0
O=C(CN1CCCC1)Nc1ccc(-c2nc3cc(NC(=O)CN4CCCC4)ccc3o2)cc1	-3	0.5	-15	-3	-2.9	-6	-3	-11	-1	3
CCC1CCCCN1CCCNC(=O)c1cc2c(=O)oc3ccc(C)cc3c2s1 (configuration not stated)	-4	3.5	-1	-19	0.3	3	-4	-4	0	2
CC1CN(c2ncnc3c2oc2ccccc23)CC(C)O1 (configuration not stated)	-1	-2.3	-5	11	0.7	2	-4	-6	-2	2
C/C(=N\N=C1\NC(=O)C(Cc2ccccc2)S1)c1ccccc1 (configuration not stated)	/	2.6	-10	-13	1.4	10	-2	11	-3	-2
CCCC(=O)Nc1sc(C)c(-c2ccc(OC)cc2)c1C#N	1	-2.4	-14	12	-0.8	-7	-3	9	-1	7
CCCCCCCNC(=O)c1ccc(N2CCC3(CC2)OCCO3)c([N+](=O)[O-])c1	2	-0.7	1	4	0.5	-8	0	0	1	-2
CC(C)CCNC(=O)[C@H](CSCc1ccccc1)N1Cc2ccccc2C1=O	/	-0.2	-4	1	1.8	5	-1	-9	8	3
COCCNC(=O)CSc1ccccc1C(=O)NC1CCCc2ccccc21 (configuration not stated)	4	-2.1	-10	11	-0.2	-3	-4	-17	-2	-3
CCN(CC)S(=O)(=O)c1cccc(C(=O)N[C@H](C(=O)Nc2nc3ccc(F)cc3s2)C(C)C)c1	-5	3.0	-2	-17	0.0	4	-1	-6	2	2
Fc1ccc2[nH]c3c(Cl)ncnc3c2c1	-2	0.9	1	-5	-1.7	-3	-1	2	6	7
CCn1cc(CCCC(=O)NCc2cccc(OC)c2)c2ccccc21	-6	-0.7	1	3	-1.8	-3	-2	9	0	-3
COC(=O)[C@]1(C)N[C@H](CN(C)C(=O)COc2ccccc2)[C@@H]2C(=O)N(C)C(=O)[C@@H]21	-1	-2.0	-3	9	-0.6	-1	-3	1	0	0
CCCCNC(=O)CN1C(=O)NC2(CCOc3ccccc32)C1=O (configuration not stated)	-2	0.6	-3	-5	0.0	1	-2	-36	0	5
CCN(CCS(=O)(=O)c1ccc(Cl)cc1)C(=O)Nc1ccc(Cl)cc1	-3	0.7	-10	-3	-0.8	-3	-1	-4	-2	1
CC(=O)NNC(=S)NC(=O)c1cccc([N+](=O)[O-])c1	-4	0.7	-1	-4	2.1	7	0	-19	0	6
Cc1ccc(Cn2ccc(NC(=O)c3noc4c3CCCCC4)n2)cc1	-6	6.2	-3	-34	-0.4	-5	5	20	3	3
COc1ccc(CCN2CC(C(=O)NCc3ccccc3)CCC2=O)cc1 (configuration not stated)	-3	-2.7	-3	15	-1.7	-6	1	14	0	0
O=c1c2ccccc2nc(-c2ccco2)n1/N=C/c1ccco1	/	-0.4	-11	2	-0.8	-3	-4	2	-2	0

Structural class: the entries above with a halogen.
SMILES	CAL-PDZ inh HTS	OPRM1-OPRD1 ag	RTF Ca sens inh	OPRM1-OPRD1 inv	LANA DNA inh	RTF Ca sens act	Keap1-Nrf2 PPI	HTR5A inv ctr	V-ATPase pH	HTR5A ag ctr
O=C(O)c1ccccc1C(=O)Nc1ccc(-n2nccc2C(F)(F)F)cc1	-5	-0.7	0	3	-1.7	-2	2	-7	2	-3
O=C(CN1CCN(Cc2ccccc2F)C1=O)NCc1cccnc1	/	-4.6	-1	24	1.2	-6	5	-22	0	8
CCN(CC)S(=O)(=O)c1cccc(C(=O)N[C@H](C(=O)Nc2nc3ccc(F)cc3s2)C(C)C)c1	-5	3.0	-2	-17	0.0	4	-1	-6	2	2
Fc1ccc2[nH]c3c(Cl)ncnc3c2c1	-2	0.9	1	-5	-1.7	-3	-1	2	6	7
CCN(CCS(=O)(=O)c1ccc(Cl)cc1)C(=O)Nc1ccc(Cl)cc1	-3	0.7	-10	-3	-0.8	-3	-1	-4	-2	1

Reprinted at random: 6 records from the list, in no set order.
SMILES	CAL-PDZ inh HTS	OPRM1-OPRD1 ag	RTF Ca sens inh	OPRM1-OPRD1 inv	LANA DNA inh	RTF Ca sens act	Keap1-Nrf2 PPI	HTR5A inv ctr	V-ATPase pH	HTR5A ag ctr
CC(=O)NNC(=S)NC(=O)c1cccc([N+](=O)[O-])c1	-4	0.7	-1	-4	2.1	7	0	-19	0	6
O=C(O)c1ccccc1C(=O)Nc1ccc(-n2nccc2C(F)(F)F)cc1	-5	-0.7	0	3	-1.7	-2	2	-7	2	-3
COc1ccc(CCN2CC(C(=O)NCc3ccccc3)CCC2=O)cc1 (configuration not stated)	-3	-2.7	-3	15	-1.7	-6	1	14	0	0
O=C(O)c1ccccc1Nc1ccc([N+](=O)[O-])cc1C(=O)O	-3	-2.1	-2	11	0.5	2	-3	-18	-1	-6
COc1ccccc1NC(=O)Cn1cnc2c(oc3nc4c(cc32)CCCC4)c1=O	-11	-1.9	-5	10	-0.3	0	-1	-11	0	-1
CCCC(=O)Nc1sc(C)c(-c2ccc(OC)cc2)c1C#N	1	-2.4	-14	12	-0.8	-7	-3	9	-1	7

Continued:
SMILES	CAL-PDZ inh HTS	OPRM1-OPRD1 ag	RTF Ca sens inh	OPRM1-OPRD1 inv	LANA DNA inh	RTF Ca sens act	Keap1-Nrf2 PPI	HTR5A inv ctr	V-ATPase pH	HTR5A ag ctr
COc1ccc2[nH]c(=O)c(COC(=O)c3ccco3)cc2c1	1	0.6	-1	-3	3.2	4	3	-19	-3	5
CC1CCN(C2CC(=O)N(c3ccc(Br)cc3Br)C2=O)CC1 (configuration not stated)	2	0.9	-3	-5	0.0	6	-3	-7	4	7
COC(=O)CN(c1ccccc1)S(=O)(=O)c1ccc(F)cc1	-3	-2.3	0	13	-0.4	-1	-3	-30	1	1
Cc1cccn2c(CN(C)CC3CCCCO3)c(C(=O)N3CCCCC3)nc12 (configuration not stated)	0	-2.0	-3	9	-0.2	2	-2	1	0	0
CC(C(=O)NCc1ccccc1)N1C(=O)C2CC=C(Cl)CC2C1=O (configuration not stated)	/	-3.0	-2	13	4.2	0	-1	-9	-4	-1
CN(C)Cc1c(O)ccc2occ(C(=O)c3ccccc3)c12	7	-0.5	-1	3	0.1	-5	-4	14	4	19*
CCCS(=O)(=O)N1CCN(c2ccccc2F)CC1	11	-2.9	-2	17	1.1	3	-1	-2	-2	1
CC(C)(C)c1ccc(NC(=O)c2cc[n+]([O-])cc2)cc1	-2	-2.2	-10	11	0.4	-4	-6	-6	0	0
CC[C@]1(C(=O)OC)[C@H]2C(=O)N(C)C(=O)[C@H]2[C@H]2CN=C(SCc3ccc(C#N)cc3)N21	-6	-2.4	-4	12	0.2	-2	-6	4	-3	-1
Cc1cc(C)c(S(=O)(=O)N(C)c2ccccc2)c(C)c1	-4	8.8	0	-55	0.2	-3	-4	-40	-2	2
O=C(COc1ccccc1C(=O)NCc1ccccn1)Nc1ccc(Br)cc1	-2	-0.4	3	2	0.3	5	-1	5	2	-2
O=C1CN(S(=O)(=O)c2ccc(F)cc2)CCN1	4	-3.6	-2	18	1.2	-1	1	5	-2	-1
CC1=NN(S(=O)(=O)c2ccc(Cl)cc2Cl)C(=O)c2ccccc2O1	-1	-2.5	-2	13	0.0	0	0	3	2	2
CCCCC(CCCCl)C(=O)Nc1ccccc1 (configuration not stated)	-9	-0.1	-14	1	-0.4	-4	-1	3	0	-1
CCN(CCNC(=O)Cn1cc2c(n1)CCCC2)c1ccccc1	-3	-1.4	-5	7	-1.8	1	-3	7	-2	-3
O=C(CSc1nccc(-c2cccs2)n1)Nc1cccc(Cl)c1Cl	51*	-3.6	-2	18	0.6	-3	0	4	1	5
O=C(O)C1CCN(c2ccc(Cl)nn2)CC1	2	-0.1	11	1	0.1	-8	1	-5	0	1
Cc1ccc(CCN2CC(C(=O)NCCCN3CCCCC3)CC2=O)cc1 (configuration not stated)	-2	-1.3	-4	7	-0.4	-4	-1	-16	-1	4
C=CCN(Cc1nc(-c2ccccc2)no1)C(=O)c1ccoc1C	-1	0.4	-7	-2	-1.9	-4	2	18	-4	2
Cc1sc2nc(CSCC(=O)N(CCC#N)c3ccccc3F)[nH]c(=O)c2c1C	/	-3.0	-9	19	-0.4	-1	-3	4	-1	-2
CCN(CC)S(=O)(=O)c1cc(NS(=O)(=O)c2c(Cl)cccc2Cl)ccc1C	1	-1.8	-3	11	-0.7	-2	-3	-14	0	5
CCOc1ccc2sc(NS(=O)(=O)c3ccc(N)cc3)nc2c1	2	-1.8	4	9	-1.4	2	2	-6	1	2
Cc1nc(C(=O)N(C)C)nn1-c1ccc(Cl)cc1Cl	-4	-3.3	1	17	0.1	0	0	-12	2	1
OC[C@H]1O[C@H](OCc2ccccc2)[C@H](O[C@@H]2OC[C@@H](O)[C@H](O)[C@H]2O)[C@@H](O)[C@@H]1O	1	-3.4	-14	17	1.1	-3	-1	12	0	6
COc1cc(NC(=O)c2ccco2)c(C(=O)O)cc1OC	1	-1.5	-2	8	-0.5	-1	-3	-5	6	1
